Bioassay records as filed in PubChem BioAssay.
MsrA inhibitor = bovine MsrA enzyme inhibitors, primary screen, biochemical, absorbance, HTS. Methionine sulfoxide reductase A (Bos taurus). AID 651718, 2012. inhibition, % at 15.5 µM. 360,000 compounds, 0.75% hits. purified bovine MsrA, absorbance read-out; in the data active = inhibition above about 4.5%;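 note: 0% = vehicle wells with enzyme and 100% = reference inhibitor wells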
DNMT1 inh = human DNMT1 methyltransferase inhibitors, primary screen, biochemical, molecular beacon, fluorescence, HinP1I cleavage, uHTS | inhibition (reported as % activation of signal), % at 10 µM | AID 588458, 2011 | 360,000 compounds, 0.83% hits | DNA (cytosine-5)-methyltransferase 1 (Homo sapiens), P26358; in the data active = inhibition above about 50%
STEP block = STEP phosphatase inhibitors, primary screen, biochemical, fluorescence intensity, uHTS | inhibition, % at 20 µM | Tyrosine-protein phosphatase non-receptor type 5 (Homo sapiens), P54829 | AID 588621, 2011 | 360,000 compounds, 0.25% hits | recombinant STEP, OMFP fluorogenic substrate;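 active = inhibition at 20 µM, scaled per plate between control wells, above about 37%, limit read from the data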;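 note: 0% = DMSO with enzyme and substrate and 100% = substrate only without enzyme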
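System: isolated STEP enzyme; schedule: 20 min enzyme reaction at room temperature, protected from light; medium: Bis-Tris buffer pH 6.0, 2.5 mM DTT, 0.005% Tween 20; signal: fluorescence, 480/540 nm; dosing: single compound dose of 20 µM, 1% DMSO final; also added: OMFP substrate, 25 µM final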
CendR NRP1 mod = modulators of CendR peptide binding to NRP-1, primary screen, biochemical, fluorescence polarization, uHTS. FAM-RPARPAR peptide binding to NRP-1. inhibition, % at 25 µM. 360,000 compounds, 0.85% hits. AID 602438, 2012;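 active = inhibition or corrected inhibition above about 18%, plus a signal ratio from 0.5 to 1.5, limit read from the data, passing the limit was not always enough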; note: strong numbers were not always called active
Target sequence (O14786 whole entry, looked up): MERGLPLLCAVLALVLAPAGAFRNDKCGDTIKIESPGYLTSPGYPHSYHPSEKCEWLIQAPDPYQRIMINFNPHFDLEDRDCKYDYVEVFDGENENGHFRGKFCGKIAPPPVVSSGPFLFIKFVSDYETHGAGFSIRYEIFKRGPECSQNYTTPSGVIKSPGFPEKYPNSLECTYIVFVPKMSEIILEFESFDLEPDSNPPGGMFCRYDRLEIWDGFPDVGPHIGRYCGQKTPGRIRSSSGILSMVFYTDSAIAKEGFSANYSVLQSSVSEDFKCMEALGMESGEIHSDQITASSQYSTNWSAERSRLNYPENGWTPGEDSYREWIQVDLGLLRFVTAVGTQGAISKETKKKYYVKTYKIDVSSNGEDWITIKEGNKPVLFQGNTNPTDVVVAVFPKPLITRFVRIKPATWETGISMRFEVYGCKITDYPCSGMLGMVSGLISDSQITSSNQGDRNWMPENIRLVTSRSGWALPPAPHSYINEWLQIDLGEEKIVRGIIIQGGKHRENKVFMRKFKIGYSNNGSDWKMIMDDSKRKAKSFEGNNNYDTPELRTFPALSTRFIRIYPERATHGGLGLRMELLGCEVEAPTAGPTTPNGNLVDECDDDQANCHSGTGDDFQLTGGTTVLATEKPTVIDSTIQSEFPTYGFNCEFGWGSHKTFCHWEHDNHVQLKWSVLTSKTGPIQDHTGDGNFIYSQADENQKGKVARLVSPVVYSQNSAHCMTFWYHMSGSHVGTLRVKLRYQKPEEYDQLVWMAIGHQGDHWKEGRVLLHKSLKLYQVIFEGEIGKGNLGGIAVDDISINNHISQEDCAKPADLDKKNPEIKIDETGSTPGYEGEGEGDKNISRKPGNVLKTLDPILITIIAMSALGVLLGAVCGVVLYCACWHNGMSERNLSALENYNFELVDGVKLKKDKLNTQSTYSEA
E coli Lon inh = inhibitors of E. coli Lon protease, primary screen, biochemical, fluorescence polarization. inhibition, % at 7.94 µM. 360,000 compounds, 0.42% hits. purified E. coli Lon protease. AID 602123, 2011. P0A9M0; in the data active = inhibition above about 13%, passing the limit was not always enough;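 note: 0% = enzyme with probe and DMSO and 100% = no enzyme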
SUMO1-SIM PPI = modulators of SUMO1 protein-protein interactions, primary screen, biochemical, uHTS; SUMO1 binding to a labelled peptide, TR-FRET, 1 h; inhibition, % at 20 µM; 360,000 compounds, 0.33% hits; in the data active = inhibition above about 37%
MsrA act = bovine MsrA enzyme activators, primary screen, biochemical, absorbance, HTS; Methionine sulfoxide reductase A (Bos taurus); purified bovine MsrA, absorbance read-out; activation, % at 10.6 µM; 360,000 compounds, 0.3% hits; AID 602163, 2012; in the data active = activation above about 7.5%;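 note: 0% = vehicle and 100% = reference activator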
LMPTP block = LMPTP phosphatase inhibitors, primary screen, biochemical, fluorescence intensity, uHTS; Low molecular weight phosphotyrosine protein phosphatase (Homo sapiens), P24666; recombinant LMPTP-A, OMFP fluorogenic substrate; inhibition, % at 20 µM; 360,000 compounds, 0.22% hits; AID 651560, 2012;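 active = compounds that cut the enzyme signal by at least half of the control window in the single-dose screen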;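 note: plate controls were DMSO wells with enzyme plus substrate for no effect and substrate without enzyme for full effect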
Target sequence (P24666 whole entry, looked up): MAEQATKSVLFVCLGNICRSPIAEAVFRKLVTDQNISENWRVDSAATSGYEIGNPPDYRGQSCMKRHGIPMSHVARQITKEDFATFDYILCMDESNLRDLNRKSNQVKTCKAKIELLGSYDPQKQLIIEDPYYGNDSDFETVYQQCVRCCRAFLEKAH
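material = LMPTP-A | quantity = 0.625 nM enzyme | reagent = OMFP substrate, 400 µM final | buffer or medium = Bis-Tris pH 6.0, DTT, detergent | detection = endpoint fluorescence intensity from OMFP dephosphorylation | dosing = single 20 µM dose | read-out basis = % inhibition relative to no-enzyme and uninhibited control wells | control set = no-enzyme and uninhibited controls | timing = 50 min at room temperature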
TbMetRS inhib = T. brucei MetRS inhibitors, primary screen, biochemical, luminescence; purified T. brucei MetRS, ATP depletion, Kinase-Glo luminescence; inhibition, % at 11.9 µM; 360,000 compounds, 0.4% hits; AID 624268, 2012;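 active = inhibition above a per-plate cutoff of the control wells' mean inhibition plus 3 SD, cut at about 5.5% in these data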;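 note: 0% = DMSO wells median and 100% = median of wells with control inhibitor compound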
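Test system – parasite MetRS enzyme · Reagent – substrates ATP, L-methionine and bulk Escherichia coli tRNA · Doses – 11.9 µM compound single dose, 0.9% DMSO · Times – 15 min enzyme-compound preincubation, 2 h reaction, 10 min detection, 25 °C · Signal – Kinase-Glo luminescence, ATP depletion format · Controls – DMSO-only wells as low control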
Scp1 inh = Scp-1 phosphatase inhibitors, primary screen, biochemical, colorimetric, uHTS. Carboxy-terminal domain RNA polymerase II polypeptide A small phosphatase 1 (Homo …. Recombinant Scp1, phosphopeptide, malachite green phosphate absorbance. inhibition, % at 20 µM. 340,000 compounds, 0.88% hits;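 active = inhibition above about 50% at 20 µM, limit read from the data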;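 note: plate controls were DMSO wells with enzyme for no effect and wells lacking enzyme for full effect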
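System: SCP-1 catalytic domain; Reagent: Phospho 17-mer peptide substrate; Doses: one concentration, 20 µM, with 1.0% DMSO; Incubation: 45 min room-temperature reaction, 5 min colour, 30 min stabiliser; Signal: Phosphate-binding colour reagent, absorbance read at 630 nm.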
Active calls of the source: *; · = no result given.

SMILES	MsrA inhibitor	DNMT1 inh	STEP block	CendR NRP1 mod	E coli Lon inh	SUMO1-SIM PPI	MsrA act	LMPTP block	TbMetRS inhib	Scp1 inh
CCN1CCN(C(=O)c2cc(S(=O)(=O)N3CC(C)CC(C)C3)ccc2Cl)CC1 (centres undefined)	-0.3	2	0	-4	-7	4	-4	-1.1	-0.2	-3
O=C(COc1ccccc1Br)N1CCN(C(=O)c2cccs2)CC1	0.7	8	-2	3	7	6	-8	-0.3	-0.5	0
CC(C)c1ccc(N2C(=O)CC(Sc3ncccn3)C2=O)cc1 (centres undefined)	-0.6	2	0	-1	0	4	-1	-1.5	-0.1	-6
O=C(NCCC1=CCCCC1)c1cc2c(s1)CS(=O)(=O)C2	-0.2	0	-2	-8	-8	-1	-2	-0.4	-0.3	-7
O=[N+]([O-])c1c(N2CCN(CCO)CC2)nc2ccccn12	2.0	4	0	7	-6	-35	-1	0.4	-0.7	-2
O=C(NCCO)c1cccc(-c2cccc3nncn23)c1	0.7	2	-2	13	-5	-2	-1	-0.7	-0.2	·
Cc1cc(NC(=O)CSc2nccn2-c2cccc(F)c2)no1	0.8	-1	-3	-5	-2	-4	-8	2.0	-0.4	1
CC(C)(C)C(Cn1ccnc1)NC(=O)c1ccc2nc(C3CC3)oc2c1 (centres undefined)	-1.5	-1	-1	0	-2	2	-4	-0.8	0.1	-2
COc1ccc(C(O)c2nccn2Cc2ccccc2)cc1OC (centres undefined)	-0.2	2	1	1	2	-2	-3	-1.2	0.2	-3
CCCCNC(=O)Cn1c(-c2ccc(OC)cc2)noc1=O	-0.3	4	-3	3	3	-4	-8	-3.1	-1.2	0
CCC(=O)Nc1c2c(nn1-c1cccc(Cl)c1)CS(=O)(=O)C2	1.8	1	-3	4	-3	1	-3	-1.3	-0.3	6
CCOC(=O)C(=O)c1c(C)cc2ccccn12	0.5	1	-2	-12	2	-13	-3	-0.1	-0.1	1
CC(=O)C1=C(NC(=O)c2ccc(C(F)(F)F)cc2)C[C@@H]2[C@H]1C2(C)C	1.6	4	8	0	-6	-1	-2	3.8	0.1	-5
C[C@H](NC(=O)CCCOc1ccc(Cl)cc1Cl)c1nnc2ccccn12	0.7	1	2	4	-8	2	-4	-0.2	7.4*	-5
Cc1ccc2c(c1)N(CC(=O)NCc1cccnc1)C(=O)CO2	-0.3	2	-1	-2	-4	3	-1	-2.7	-0.1	5
CC(C)c1nnc(NC(=O)CCC(=O)NC2CCCc3ccccc32)s1 (centres undefined)	0.6	-2	0	-11	2	-3	-1	0.8	-0.7	-9
CCn1c(SCC(=O)NC2=NCCS2)nnc1C(C)NC(=O)c1ccccc1Br (centres undefined)	0.5	0	0	12	-8	-2	-3	0.6	-0.4	-6
O=C(O)c1ccccc1C(=O)NCc1c(Cl)cccc1Sc1ccc(Cl)cc1	-0.1	2	1	0	-1	6	-5	-2.8	-0.6	-3
CN1CCc2c(sc(NC(=O)C3CCCCC3)c2C(N)=O)C1	-1.4	8	-3	-7	-6	-3	-3	-1.7	-1.0	-4
C=CCNC(=S)NNC(=O)c1ccc(Br)o1	-0.2	1	-5	12	3	0	-2	-3.5	-0.6	-10

Rewritten with values ahead of the structure: entries from further up.
MsrA inhibitor | DNMT1 inh | STEP block | CendR NRP1 mod | E coli Lon inh | SUMO1-SIM PPI | MsrA act | LMPTP block | TbMetRS inhib | Scp1 inh | SMILES
-1.5 | -1 | -1 | 0 | -2 | 2 | -4 | -0.8 | 0.1 | -2 | CC(C)(C)C(Cn1ccnc1)NC(=O)c1ccc2nc(C3CC3)oc2c1 (centres undefined)
-0.3 | 2 | -1 | -2 | -4 | 3 | -1 | -2.7 | -0.1 | 5 | Cc1ccc2c(c1)N(CC(=O)NCc1cccnc1)C(=O)CO2
1.8 | 1 | -3 | 4 | -3 | 1 | -3 | -1.3 | -0.3 | 6 | CCC(=O)Nc1c2c(nn1-c1cccc(Cl)c1)CS(=O)(=O)C2
1.6 | 4 | 8 | 0 | -6 | -1 | -2 | 3.8 | 0.1 | -5 | CC(=O)C1=C(NC(=O)c2ccc(C(F)(F)F)cc2)C[C@@H]2[C@H]1C2(C)C

Next part
SMILES	MsrA inhibitor	DNMT1 inh	STEP block	CendR NRP1 mod	E coli Lon inh	SUMO1-SIM PPI	MsrA act	LMPTP block	TbMetRS inhib	Scp1 inh
Cc1ccc(-n2c(SCC(=O)N3CCOCC3)nnc2-c2cccnc2)cc1C	-1.4	3	-2	9	-4	4	-1	-1.2	-0.9	1
Cc1ccccc1Nc1nc(N)nc(CSc2ccc(F)cc2)n1	0.7	-1	0	-9	3	0	-3	0.9	-0.3	-5
CC(C)CC1C(=O)N(Cc2cn(Cc3ccco3)nn2)CCS(=O)(=O)N1Cc1ccc(-c2ccc(Cl)c(Cl)c2)cc1 (centres undefined)	0.3	0	-2	-31	-8	5	-2	2.6	-0.6	·
Cc1ccccc1CN1CCN(C(=O)c2ccco2)CC1	0.5	1	-3	8	-2	5	-1	-3.9	-0.6	-9
CC1=C(C#N)C(C)(C)C(C#N)=C(C)N1	1.4	2	2	-4	0	5	-3	-1.1	0.0	·
Cc1ccc(C)c(C(=O)C(C)OC(=O)CN2C(=O)NC3(CC(C)CC(C)(C)C3)C2=O)c1 (centres undefined)	-0.3	0	-2	8	-3	2	-1	0.3	0.3	-7
COc1ccccc1N1CCN(Cc2nc3ccccc3[nH]2)CC1	0.3	0	0	-9	3	2	-3	-0.5	5.2	-7
C=CCNC(=S)NNC(=O)COc1ccc(Cl)cc1Cl	-0.8	-3	-2	-23	-7	0	0	-0.7	3.3	-10
CCCCn1c(SCC(=O)c2ccc3c(c2)OCCO3)nnc1-c1ccoc1C	2.1	-3	-3	6	-2	-4	-3	-1.2	-0.6	19
CC(C)[C@H](NC(=O)C1CC(=O)N(c2ccc(F)cc2)C1)C(=O)N1CCCCC1 (some centres undefined)	0.1	1	-2	9	2	6	-5	2.1	0.0	-3
CCOc1ccc(NC(=S)N(CCN2CCOCC2)Cc2ccc3c(c2)CCCN3CC)cc1	0.2	-4	4	0	2	-9	-2	0.1	2.7	-8
COC(=O)c1ccc(/C=N/n2c(C)nc3ccccc3c2=O)cc1	0.5	-1	1	-3	-3	-11	-4	0.8	-1.1	-10
CC(C)(C)OC(=O)C[C@@H]1C/C=C\C[C@H](CC(=O)N[C@@H](CO)Cc2ccccc2)C(=O)N[C@H](C(C)(C)C)COC1=O	-0.5	1	4	0	-4	4	0	2.5	-0.1	-5
COc1ccc(N(CC(=O)N/N=C/c2ccccc2OC)S(=O)(=O)c2ccccc2)cc1	-0.1	-2	-2	-5	10	2	-3	2.2	0.1	9
CC(C)CCN1CCN(C2CCN(c3ccc4c(c3)OCO4)CC2)CC1CCO (centres undefined)	1.6	-4	0	-1	-8	1	1	0.4	1.2	-1
O=C(NCCCCc1ccccc1)Nc1ccc(F)cc1	0.7	0	0	7	-8	-1	-4	0.1	15*	-13
O=C(Nc1ccc(F)cc1)c1cccnc1N1CCCCC1	0.2	-1	1	-4	-6	1	1	-0.2	0.0	3
O=C(NC(=S)N1CCN(c2ccc(F)cc2)CC1)C12CC3CC(CC(C3)C1)C2	-0.5	2	2	-2	-7	-2	-4	-1.7	0.8	0
Cc1ccc(-c2n[nH]c(=S)n2/N=C/c2cccs2)cc1	1.3	2	2	-6	-4	-7	1	-0.5	-0.6	7
Cc1ccccc1Cn1cnc2c([N+](=O)[O-])c(C)c(C)cc21	0.5	-4	0	-16	-6	-4	-2	0.3	0.1	-7
Cn1c(=O)cc(SCC(=O)NCCC2=CCCCC2)c2ccc(Cl)cc21	0.0	4	0	3	0	2	0	-0.9	-1.0	-6
CC1CCN(C(=O)Cn2cc([N+](=O)[O-])ccc2=O)c2ccccc2S1 (centres undefined)	0.8	0	2	3	-3	-17	-11	0.4	-0.2	9
Cc1cc(NC(=O)CN(C)CC(=O)Nc2ccc(Cl)c(C(F)(F)F)c2)no1	-1.4	2	-1	-6	13	-1	-7	1.4	-0.5	-3
Cc1cc(C(=O)CN2C(=O)c3ccccc3S2(=O)=O)c(C)n1C(C)C	1.0	2	-1	2	-8	1	-7	-0.5	-0.4	-2
CCOc1ccc(N2C(=O)CN=C2Nc2ccccc2Cl)cc1	1.1	0	2	12	2	-2	0	-1.3	-0.5	-10
COCCCNc1oc(COc2ccc(Cl)cc2Cl)nc1C#N	-0.4	-8	0	14	3	-1	-6	-0.3	2.9	-2
Nc1c(Br)cc(Br)c2c1-c1ccc([N+](=O)[O-])cc1C2	-0.1	-16	4	-4	-3	-23	-10	3.6	-0.5	7
CCCCN(Cc1ccccc1)C(=O)C1CCCN(S(=O)(=O)c2cnc[nH]2)C1 (centres undefined)	-0.7	-2	1	3	-2	1	0	-1.4	-0.1	-6
CCOc1c(O)ccc(/C=C2\SC(=S)NC2=O)c1[N+](=O)[O-]	1.8	-7	2	-20	-4	1	-15	11	-0.4	1
O=C(NCC(c1ccco1)N1CCc2ccccc2C1)c1ccccc1Cl (centres undefined)	0.1	-2	-2	11	-8	0	-5	0.0	-0.4	1
O=C(N/N=C/c1cccs1)c1ccc2c(c1)OCO2	3.9	2	-3	-9	-1	-14	-3	-0.9	-0.3	0
COc1ccc(CCNC2=C(Cl)C(=O)N(Cc3ccccc3)C2=O)cc1OC	-1.1	-4	-4	-5	-8	-3	-2	0.6	-0.6	-7
CCCC#Cc1ccc2c(c1)O[C@H](CN(C)S(=O)(=O)c1cccc(OC)c1)[C@H](C)CN([C@H](C)CO)S2(=O)=O	-0.9	-8	-2	-7	1	0	-1	2.1	-0.7	·
CCOc1ccc(NC(=O)CN(C)C(=O)Cc2c(C)nc3ccccc3c2C)cc1OCC	-0.8	-5	0	1	-7	5	-2	5.2	-0.5	0
CCN(CC)C(CNC(=O)c1cc(=O)[nH]c2ccccc12)c1ccccc1Cl (centres undefined)	1.0	-1	-2	-4	1	0	-3	-1.7	-0.4	-7
CN(C)/C=C1\C(=O)N(c2ccc(Oc3ccccc3)cc2)CS1=O (centres undefined)	0.8	-5	6	-6	-8	0	-4	-2.5	0.1	-2
